Compound activity: PubChem BioAssay, NCI
NCI-60 one-dose screen, 48 h, at 10 µM unless noted. Numbers give growth in % (100 = growth as untreated, 0 = no growth, -100 = all killed).
RPMI-8226: RPMI-8226 leukemia cells | AID 1794781 | hit rate 7.5% among 77,000
M14: M14 melanoma. hit rate 6.2% among 80,000
HOP-92: HOP-92 NSCLC cells | hit rate 6.3% among 71,000
A549/ATCC: A549/ATCC NSCLC; hit rate 3.7% among 81,000
HOP-62: HOP-62 NSCLC; AID 1794735; hit rate 3.9% among 80,000
CCRF-CEM: CCRF-CEM leukemia. hit rate 7% among 77,000. AID 1794778
MOLT-4: MOLT-4 leukemia cells; hit rate 6.9% among 80,000
EKVX: EKVX NSCLC. AID 1794765. hit rate 3% among 71,000
* = called active by the depositor; x = no result given; & = joins results of further samples; [ ] = remark or other dose. How the source made its calls: active means growth percent below 10; inactive means the rest.

mol	RPMI-8226	M14	HOP-92	A549/ATCC	HOP-62	CCRF-CEM	MOLT-4	EKVX
COc1ccc(OC)c(Nc2nc3nonc3nc2Nc2cccc(Br)c2)c1	2.7*	x	-26*	9.2*	8.0*	12	3.8*	x
CC1S(=O)(=O)OCCOS1(=O)=O	116	110	108	110	105	102	125	96
Cc1ccnc2nc(C(=O)OCC(=O)Nc3ccc(-c4ccccc4)cc3)nn12	98	100	70	99	95	92	65	104
O=C(Nc1cc(Cl)ccc1Cl)P(=O)(O)c1ccccc1	111	105	80	x	94	107	99	116
Fc1ccc(-c2nc(-c3nc4ccc(Cl)cc4[nH]3)cc3c2[nH]c2ccccc23)cc1F	42	78	96	65	90	78	52	x
O=[N+]([O-])c1ccc(O)c2ncccc12	22&52	32&47	40&67	27&47	19&51	18&26	20&33	26&40
CS(=O)(=O)ON1C(=O)c2ccccc2C1=O	106	96	79	97	105	110	123	x
CC1=Nc2cnc(Nc3ccc(OCCN4CCOCC4)cc3)nc2Nc2ccccc21	47	64	73	86	72	73	54	94
O=c1[nH]c(N2CCCCC2)nc2scc(-c3ccccc3)c12	107	100	88	86	98	82	90	97
CCN(CC)CCCCNc1ccnc(N)n1	106	107	98	101	93	108	99	x
CCn1cc(C2=C(c3cn(CC)c4ccc(Br)cc34)C(=O)N(O)C2=O)c2cc(Br)ccc21	88	107	80	99	96	81	68	97
COc1ccc(C(=O)C2=Cc3c(C)c4ccccc4n3Cc3cnnn32)cc1	94	96	68	99	78	115	93	86
c1ccc(COc2ccc(Nc3ncnc4c3sc3ncccc34)cc2)cc1	88	109	72	102	95	93	87	x
O=C(c1ccc(Br)cc1)C1C(c2ccccc2)C2CCCN2C12C(=O)Nc1ccccc12 (centres undefined)	56	68	69	50	81	71	57	63
O=C(NC1CCOCC1)c1ccc(-c2nc(CSc3nc4ccccc4s3)no2)cc1	98	96	99	97	83	113	122	94
COc1cccc(/C=C/c2c(C(C)=O)c(C)nc3ccccc23)c1	62	108	73	74	86	78	77	81
C(=C\c1nn2c(-c3ccco3)nnc2s1)/c1ccccc1	89	86	113	99	104	99	x	101
COC(=O)c1cc(O)c(=O)c2c(O)c(O)c(OC)cc2c1	105	101	97	93	94	101	99	99
O=c1oc2cc(O)ccc2cc1-c1c[nH]c2ccccc12	86	74	73	61	66	73	x	34
CC(=O)c1ccc(-c2ccccc2-c2ccccc2)cc1	102	93	95	97	102	81	80	86
O=C(O)c1ccccc1C(=O)c1cccc2c(Br)cccc12	121	99	60	100	94	101	108	108
Cn1c(SCC(=O)NNc2ncnc3ccccc23)nc(-c2ccccc2)c(C#N)c1=O	99	100	96	99	83	96	96	103
CCCOC(=O)N1CCCCC1C (centres undefined)	100	95	127	95	100	x	99	101
COc1ccc(O)cc1	105	105	85	100	113	92	95	104
CCOC(=O)[C@]12CCC(C)(C)C[C@H]1C1=CC[C@@H]3[C@@]4(C)C/C(=C/c5cccnc5)C(=O)C(C)(C)[C@@H]4CC[C@@]3(C)[C@]1(C)CC2	33	89	89	90	85	40	29	99
COc1cc(-c2nn3c(-c4ccsc4)nnc3s2)cc2c1OCCO2	x	101	72	82	100	83	89	101
Fc1ccc(-c2cn3ccnc3c(-c3ccc4c(c3)ncn4C3CCCCC3)n2)cc1	94	99	93	91	87	110	89	102
Cc1csc(/N=C(N)/N=C(\N)c2cccc(C(F)(F)F)c2)n1	98	98	57	97	127	113	109	94
CCOC(=O)C12CCCC1=NN=C2C1=NN=C2CCCC21C(=O)OCC (centres undefined)	109	96	101	97	97	94	88	90
N#Cc1c(-c2cccs2)cc(-c2cnccn2)nc1SCC(=O)N/N=C/c1cccs1	25	57	30	19	39	91	85	59
CCOC(=O)COc1ccc2c(=O)cc(-c3ccccc3)oc2c1	102	105	x	98	120	93	89	96
NNC(=O)c1oc2nc(-c3cnccn3)cc(-c3cccs3)c2c1N	102	109	101	105	96	98	99	96
CCOC(=O)C12CC=CC(CCC1)/C2=N\Nc1ccccc1 (centres undefined)	92	105	86	91	100	89	100	93
O=C(Nc1cccc([N+](=O)[O-])c1)c1cccc([N+](=O)[O-])c1	80	108	87	95	109	89	88	113
Cc1cc2nc3c4ccccc4n(CCC(=O)NCCN4CCOCC4)c3nc2cc1C	96	x	90	102	84	101	99	73
O=C(Nc1ccccc1)c1cc([N+](=O)[O-])ccc1O	99	101	89	95	93	100	93	104
Cn1cc(-c2nc(-c3c[nH]c4ncc(Br)cc34)cs2)c2cccnc21	74	50	78	73	91	82	85	71
N#Cc1ccc(Cl)cc1[N+](=O)[O-]	94	101	123	95	105	107	102	95
COc1ccc(-c2ccc(NNC(=S)Nc3ccccc3)nn2)cc1OC	97	101	71	102	91	105	97	107
C#CCOc1ccc(C(Nc2ccc(Cl)cc2)c2nnnn2C2CCCCC2)cc1 (centres undefined)	77	99	82	79	83	91	72	54
Cc1nn(CO)c(C)c1Br	113	101	x	94	106	113	111	96
Nc1ccc2cc(S(=O)(=O)O)cc(O)c2c1N=Nc1ccc(F)cc1	106	100	x	109	109	106	100	107
[O-]/[N+](=C\c1ccccc1)CC1(O)CCCCC1	97	109	78	101	109	101	106	x
Nc1ncnc2nc(/N=N/SCCC(=O)O)[nH]c12	101	99	105	99	106	101	102	94
COc1ccc(/C=N/N=C(/c2ccccc2)c2ccc3nc(-c4ccc(O)cc4)[nH]c3c2)cc1	39	74	105	96	106	35	61	103

For reference, part of the list above:
mol	RPMI-8226	M14	HOP-92	A549/ATCC	HOP-62	CCRF-CEM	MOLT-4	EKVX
CCCOC(=O)N1CCCCC1C (centres undefined)	100	95	127	95	100	x	99	101
COc1ccc(O)cc1	105	105	85	100	113	92	95	104
CCOC(=O)[C@]12CCC(C)(C)C[C@H]1C1=CC[C@@H]3[C@@]4(C)C/C(=C/c5cccnc5)C(=O)C(C)(C)[C@@H]4CC[C@@]3(C)[C@]1(C)CC2	33	89	89	90	85	40	29	99
COc1cc(-c2nn3c(-c4ccsc4)nnc3s2)cc2c1OCCO2	x	101	72	82	100	83	89	101
Fc1ccc(-c2cn3ccnc3c(-c3ccc4c(c3)ncn4C3CCCCC3)n2)cc1	94	99	93	91	87	110	89	102
Cc1csc(/N=C(N)/N=C(\N)c2cccc(C(F)(F)F)c2)n1	98	98	57	97	127	113	109	94
CCOC(=O)C12CCCC1=NN=C2C1=NN=C2CCCC21C(=O)OCC (centres undefined)	109	96	101	97	97	94	88	90
N#Cc1c(-c2cccs2)cc(-c2cnccn2)nc1SCC(=O)N/N=C/c1cccs1	25	57	30	19	39	91	85	59
CCOC(=O)COc1ccc2c(=O)cc(-c3ccccc3)oc2c1	102	105	x	98	120	93	89	96
NNC(=O)c1oc2nc(-c3cnccn3)cc(-c3cccs3)c2c1N	102	109	101	105	96	98	99	96
CCOC(=O)C12CC=CC(CCC1)/C2=N\Nc1ccccc1 (centres undefined)	92	105	86	91	100	89	100	93
O=C(Nc1cccc([N+](=O)[O-])c1)c1cccc([N+](=O)[O-])c1	80	108	87	95	109	89	88	113
Cc1cc2nc3c4ccccc4n(CCC(=O)NCCN4CCOCC4)c3nc2cc1C	96	x	90	102	84	101	99	73
O=C(Nc1ccccc1)c1cc([N+](=O)[O-])ccc1O	99	101	89	95	93	100	93	104
Cn1cc(-c2nc(-c3c[nH]c4ncc(Br)cc34)cs2)c2cccnc21	74	50	78	73	91	82	85	71
N#Cc1ccc(Cl)cc1[N+](=O)[O-]	94	101	123	95	105	107	102	95
COc1ccc(-c2ccc(NNC(=S)Nc3ccccc3)nn2)cc1OC	97	101	71	102	91	105	97	107
C#CCOc1ccc(C(Nc2ccc(Cl)cc2)c2nnnn2C2CCCCC2)cc1 (centres undefined)	77	99	82	79	83	91	72	54
Cc1nn(CO)c(C)c1Br	113	101	x	94	106	113	111	96
Nc1ccc2cc(S(=O)(=O)O)cc(O)c2c1N=Nc1ccc(F)cc1	106	100	x	109	109	106	100	107

(listing goes on)
mol	RPMI-8226	M14	HOP-92	A549/ATCC	HOP-62	CCRF-CEM	MOLT-4	EKVX
CC(C)(c1ccc(O)cc1)c1ccc(O)c(C(=O)O)c1	92	111	89	96	109	93	89	126
COc1ccc(N(Cc2cc(OC)c(OC)c(OC)c2)C2OC(=O)c3ccccc32)cc1 (centres undefined)	11	26	51	24	28	9.6*	19	x
O=Cc1ccc(O)cc1O	x	95	x	x	94	x	101	101
COc1ccc2c(c1)c(-c1noc(C(=O)c3cn(C)c4ncc(Br)cc34)n1)cn2C	62	91	7.9*	28	53	57	77	75
Cc1ccc(Nc2c(O)nc[nH]c2=O)cc1C	103&95	103&97	112	80&100	108&102	93&94	99&99	106&107
Brc1ccc(C2=NN(c3ccccc3)C(c3cn(-c4ccccc4)nc3-c3ccc(OCc4ccccc4)cc3)C2)cc1 (centres undefined)	109	94	99	92	84	107	95	94
CCOC(=O)c1c(C)oc2ncnc(N3CCN(C(=S)Nc4ccccc4)CC3)c12	83	104	83	92	87	92	91	91
CC1(C)CC(=O)C2=C(C1)O[C@H](C(=O)c1ccc(Br)cc1)[C@H]2c1cccc(Oc2ccccc2)c1	45	67	34	41	80	51	30	61
O=C1O[C@H]2c3ccccc3-c3c4c(cc5c3[C@H]2N1CC5)OCO4	116	104	97	93	96	x	89	102
COc1ccc(S(=O)(=O)NCCCNc2nccc(-c3c(-c4cccc([N+](=O)[O-])c4)nc4sccn34)n2)cc1	11	42	82	52	61	19	22	57
COc1cc(CN(C(C)=O)c2ccccc2C(=O)O)ccc1[N+](=O)[O-]	101	103	124	106	97	97	93	106
CCOC(=O)C(CCC(=O)c1ccccc1)(NC(C)=O)C(=O)OCC	97	102	49	105	95	100	113	105
CCOC(=O)CSc1nc2c(c(=O)n(C)c(=O)n2C)n1CC	107	89	88	99	97	102	116	93
CC12CCC3C(CC=C4CC(O)CCC43C)C1CC(O)C2 (centres undefined)	93	96	87	100	110	x	102	x
CS(=O)c1nccc(-c2c(-c3ccc(F)c(O)c3)nc3sccn23)n1 (centres undefined)	104	110	98	106	106	103	98	95
Cn1c(=O)c(-c2ccc(O)cc2)cc2c(N)ncnc21	88	82	22	90	78	95	88	72
c1ccc(-c2cc3c([nH]2)-c2oncc2CC3)cc1	87	104	71	107	80	99	66	68
COc1cc([C@@H]2c3cc4c(cc3C(OC3O[C@@H]5COC(C)O[C@H]5[C@H](O)[C@H]3O)C3COC(=O)[C@@H]32)OCO4)cc(OC)c1O (some centres undefined)	37	4.2*	64	30	-10.0*	6.6*	3.0*	58
O=C(O)C1(C(=O)O)CCCC1	109	86	89	81	101	55	105	102
CCCCC[C@H]1CC=C2C(=O)C=C[C@@H]2CC=CCCCC(=O)O[C@@H](CCCCC)CC=C2C(=O)C=C[C@@H]2CC=CCCCC(=O)O[C@@H](CCCCC)CC=C2C(=O)C=C[C@@H]2CC=CCCCC(=O)O1	-9.6*[8.75 µM]	-26*[8.75 µM]	-48*[8.75 µM]	-30*[8.75 µM]	-11*[8.75 µM]	7.9*[8.75 µM]	3.6*[8.75 µM]	22[8.75 µM]
O=C(/C=C/c1ccc(F)cc1)c1ccc(NC(=O)N2CCN(c3cc4c(cc3F)c(=O)c(C(=O)O)cn4C3CC3)CC2)cc1	99	98	88	102	98	91	99	94
Cn1cnc2c(ncn2C2OC(CO)C(O)C2O)c1=S (centres undefined)	103	104	89	95	100	93	91	108
C#CCOc1ccccc1C(Nc1ccc(F)c(Cl)c1)c1nnnn1C1CCCCC1 (centres undefined)	68	x	90	80	102	69	67	84
COc1cc2nc(Cl)nc(Nc3cccc(C4=Nc5c(N)nc(N)nc5NC(c5ccccc5)C4)c3)c2cc1OC (centres undefined)	49	90	x	88	40	35	55	97
Nc1nnc(-c2cc(=O)oc3ccc(Cl)cc23)s1	83	106	100	103	100	x	100	96
Cc1ccccc1-n1nnc(C(=O)Nc2cnc3ccccc3n2)c1C	x	79	80	99	98	93	108	88
Cc1ccc(S(=O)(=O)Nc2ccc(-c3cnc(N)[nH]3)cc2)cc1	74	98	72	86	97	66	x	98
Nc1ccc2ccccc2c1C(=O)c1ccccc1	111	112	89	96	100	x	93	118
COc1ccc(-n2nc(C(=O)NN)cc2-c2ccc(Br)cc2)cc1	95	85	54	96	84	80	94	76
Cc1ccccc1-c1cc(-c2cccs2)c(C#N)c(=O)[nH]1	95	119	88	103	95	97	99	91
Cn1c(COC(=O)NCCn2ccnc2)nc2c(N3CCOCC3)nc(-c3ccccc3)nc21	-29*	-72*	-75*	-36*	-40*	-18*	-10*	-64*
